ABHD5 PLIN5 PPI: blocks binding of human ABHD5 to perilipin-5; Q00G26+Q8WTS1; 0.78% of 360,000 active; AID 602281; Split G. princeps luciferase complementation, luminescence, 4 h; inhibition, % at 4 µM;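 active = inhibition above the mean inhibition across every tested compound plus 3 SD, cut at about 22% in these data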;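 also: 0% = DMSO only wells and the 100% control is not disclosed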
Target sequence (Q00G26 whole entry, looked up): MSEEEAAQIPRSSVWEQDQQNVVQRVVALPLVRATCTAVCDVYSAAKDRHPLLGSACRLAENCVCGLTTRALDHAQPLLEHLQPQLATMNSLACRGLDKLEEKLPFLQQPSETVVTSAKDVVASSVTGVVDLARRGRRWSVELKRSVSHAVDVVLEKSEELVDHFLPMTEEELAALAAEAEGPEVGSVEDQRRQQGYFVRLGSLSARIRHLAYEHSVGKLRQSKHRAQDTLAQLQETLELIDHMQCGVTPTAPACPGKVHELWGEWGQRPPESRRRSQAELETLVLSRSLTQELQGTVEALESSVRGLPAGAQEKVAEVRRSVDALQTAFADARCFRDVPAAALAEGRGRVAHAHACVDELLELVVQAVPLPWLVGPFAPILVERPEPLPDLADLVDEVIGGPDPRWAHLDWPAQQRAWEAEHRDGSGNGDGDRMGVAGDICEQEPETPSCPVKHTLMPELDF
Target sequence (Q8WTS1 whole entry, looked up): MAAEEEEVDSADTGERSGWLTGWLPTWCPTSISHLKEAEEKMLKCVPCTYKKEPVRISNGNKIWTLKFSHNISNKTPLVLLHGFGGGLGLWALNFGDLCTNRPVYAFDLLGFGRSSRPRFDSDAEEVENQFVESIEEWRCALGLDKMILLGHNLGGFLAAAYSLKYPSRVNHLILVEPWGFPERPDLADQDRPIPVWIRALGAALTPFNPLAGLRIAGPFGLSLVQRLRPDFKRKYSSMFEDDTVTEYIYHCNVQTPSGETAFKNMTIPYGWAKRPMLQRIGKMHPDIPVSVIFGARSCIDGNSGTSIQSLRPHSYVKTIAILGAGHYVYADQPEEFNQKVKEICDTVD
TLR9-MyD88 block: TLR9-MyD88 interaction inhibition. inhibition, % at 4.98 µM. AID 504734. CHO BLA complementation TLR9-MyD88, CCF4 FRET ratio. Q9NR96+Q99836. 0.21% of 340,000 active;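 active = inhibition above the mean over all tested compounds plus 3 SD, cut at about 21% in these data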;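 also: 0% = DMSO only wells and 100% = clavulanate BLA inhibitor control wells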
NOD2 RIPK2 PPI: blocks binding of human NOD2 to RIPK2. 0.38% of 360,000 active. CHO BLA complementation NOD2-RIPK2, CCF4 ratio. inhibition, % at 4.98 µM. O43353. AID 624267; in the data active = inhibition above about 21%;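 also: 0% = vehicle only and 100% = reference blocker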
TROY NFkB inh: inhibitors of TROY-dependent NF-kB signaling; 0.98% of 360,000 active; Q293 LMP1-TROYcd NF-kB luciferase reporter, 4 h; inhibition, % at 10 µM;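 active = compounds whose plate-normalised and pattern-corrected inhibition of the luciferase reporter signal at the single screening dose is 50% or more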
SRC1 inh: inhibitors of human steroid receptor coactivator 1 (SRC1). Q15788. inhibition, % at 3.6 µM. 0.12% of 360,000 active. HEK293 GAL4-SRC1 luciferase reporter, luminescence. AID 588354;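 active = inhibition above the campaign mean plus 3 SD, with each screening campaign given its own cutoff, cut at about 60% in these data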;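 also: 0% = DMSO treated cells and 100% = gossypol at 36 µM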
SRC2 inh: inhibits human steroid receptor coactivator 2 | Q15596 | HEK293 GAL4-SRC2 luciferase reporter, luminescence | inhibition, % at 9 µM | 0.17% of 370,000 active | AID 651957;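 active = inhibition above the mean inhibition of all tested compounds plus 3 SD, set per campaign, cut at about 52% in these data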;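 also: 0% = DMSO treated cells and 100% = cells given Gossypol at 36 µM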
Granule exo inh: lytic granule exocytosis inhibition; AID 651702; inhibition, % at 10 µM; TALL-104 LAMP-1 surface exposure, flow cytometry; cells stimulated with thapsigargin and PMA; 0.66% of 360,000 active;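 active = inhibition above about 55%, limit read from the data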
SRC3 inh: inhibits human SRC3 coactivator; AID 588352; inhibition, % at 3.6 µM; 0.17% of 360,000 active; Q9Y6Q9; HEK293 GAL4-SRC3 luciferase reporter, luminescence;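 active = inhibition above a per-campaign cutoff, the mean of all compounds plus 3 SD, cut at about 60% in these data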;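 also: 0% = DMSO-treated cells and 100% = gossypol-treated cells at 36 µM; higher means less SRC3-driven luciferase light from the GAL4 reporter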
TWEAK-Fn14 inh: TWEAK-Fn14 signaling inhibition; 2% of 360,000 active; AID 1159606; inhibition, % at 10 µM; TWEAK-stimulated Fn14 reporter cells, luciferase luminescence, 8 h; in the data active = inhibition above about 50%
COUP-TFII inh: blocks human COUP-TFII nuclear receptor | P24468 | inhibition, % at 8.6 µM | HEK293T NGFI-A luciferase reporter, luminescence | 0.7% of 370,000 active;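 active = inhibition above a per-plate cutoff, mean inhibition of test wells between control levels plus 3 SD, cut at about 38% in these data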;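 also: cells cotransfected with COUP-TFII expression vector driving the NGFI-A reporter; 0% = median of COUP-TF2 test wells and 100% = reporter-only cells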
LRH-1 inv ag: suppresses constitutive activity of human LRH-1 | HEK293T StAR-luciferase reporter, LRH-1 transfected, 24 h | O00482 | AID 602396 | inhibition, % at 3.6 µM | 0.13% of 360,000 active;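 active = inhibition above the mean inhibition of all tested compounds plus 3 SD, cut at about 73% in these data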;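 also: 0% = DMSO wells and 100% = reporter-only cells lacking LRH-1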
* = called active by the depositor; · = no result given.

SMILES	ABHD5 PLIN5 PPI	TLR9-MyD88 block	NOD2 RIPK2 PPI	TROY NFkB inh	SRC1 inh	SRC2 inh	Granule exo inh	SRC3 inh	TWEAK-Fn14 inh	COUP-TFII inh	LRH-1 inv ag
O=S1(=O)C=C(N2CCCCC2)c2ccccc21	1	-5	-1	-14	-16	-11	-2	-14	3	-15	-23
O=C(Cc1ccccc1[N+](=O)[O-])NCc1ccc(Cl)cc1Cl	1	4	-4	-58	-78	-30	0	-54	-12	-39	-141
CN1CC(c2ccc(C#N)cc2)C2(COc3ccccc3C2=O)C12C(=O)Nc1ccccc12 (stereo not given)	1	0	5	5	8	-10	-2	10	4	0	13
Cc1n[nH]c(C)c1NC(=O)c1cc([N+](=O)[O-])ccc1Cl	3	-8	2	-15	-16	1	4	1	15	2	-11
CCOc1ccc2[nH]c(C(=O)N/N=C/c3cc(OC)c(OC)c(OC)c3)cc2c1	-11	-9	-3	2	-19	13	5	-24	-15	29	2
CC(C)(C)NC(=O)NC(=O)CN1CCN(S(=O)(=O)/C=C/c2ccccc2)CC1	2	3	-7	15	-19	8	0	-1	12	9	-6
Cc1ccc(-c2nnc(SCC(=O)NCC3CCCO3)nc2-c2ccc(C)cc2)cc1 (stereo not given)	3	-2	3	2	-17	3	-15	4	1	12	7
O=C(CCc1ccc(S(=O)(=O)N2CCOCC2)cc1)NN=C1CCCCCCC1	-1	-3	-4	7	-23	-10	-1	6	3	-9	14
CN(C)c1ccc(/C=N/NC(=O)c2nnn(-c3nonc3N)c2COc2ccc(F)cc2)cc1	-4	-2	-4	36	-23	28	1	21	-18	1	-12
CCN(Cc1cc(=O)oc2cc(C)ccc12)c1ccccc1	-1	2	-3	0	-26	-11	2	4	34	18	-3
O=C(NC1CCCCC1)C1CCCN(S(=O)(=O)c2cccs2)C1 (stereo not given)	1	-4	6	-3	18	-7	5	21	3	-10	5
C[C@H](CO)N1C[C@H](C)[C@@H](CN(C)Cc2ccncc2)Oc2ncc(Br)cc2C1=O	7	-3	-8	9	10	17	-2	3	27	10	12
N/C(=N\OC(=O)CCC1CCCC1)c1ccccc1	1	11	-3	-52	-13	-61	1	0	-38	-11	-9
CC(NC(=O)CN1CCN(c2ccc(Cl)cc2)CC1)c1ccccc1 (stereo not given)	3	2	3	0	-3	-1	21	10	6	-1	-4
CN1CCN(C2=NC(=O)/C(=C/c3cn[nH]c3-c3ccccc3)S2)CC1	4	-7	1	1	-15	-5	-2	1	-7	-13	6

Exported as comma-separated lines: 2 of the compounds above.
compound,ABHD5 PLIN5 PPI,TLR9-MyD88 block,NOD2 RIPK2 PPI,TROY NFkB inh,SRC1 inh,SRC2 inh,Granule exo inh,SRC3 inh,TWEAK-Fn14 inh,COUP-TFII inh,LRH-1 inv ag
O=S1(=O)C=C(N2CCCCC2)c2ccccc21,1,-5,-1,-14,-16,-11,-2,-14,3,-15,-23
O=C(Cc1ccccc1[N+](=O)[O-])NCc1ccc(Cl)cc1Cl,1,4,-4,-58,-78,-30,0,-54,-12,-39,-141

(cont.)
SMILES	ABHD5 PLIN5 PPI	TLR9-MyD88 block	NOD2 RIPK2 PPI	TROY NFkB inh	SRC1 inh	SRC2 inh	Granule exo inh	SRC3 inh	TWEAK-Fn14 inh	COUP-TFII inh	LRH-1 inv ag
Cc1ccc(Cl)cc1N1CCN(CC(=O)Nc2ccc(CN3CCCCC3)cc2)CC1	17	-1	9	-2	-2	17	55	1	-1	6	-9
CCn1c(SCC(=O)OC(C)C)nnc1-c1cccc(Cl)c1	-2	-13	-1	-13	7	7	-3	9	-23	4	-2
CCCCCCNC(=O)CCCCCNS(=O)(=O)c1ccc(OC)cc1	1	8	-3	3	4	20	-2	20	6	6	-10
Cc1ccc(NC(=O)Nc2cccs2)nc1	-10	4	1	-4	-62	-63	-3	-66	-5	-26	-70
O=C1Cc2cc(S(=O)(=O)N3CCNCC3)ccc2N1	-19	-4	-1	-1	-4	15	33	2	39	18	2
COc1cccc(C(C)(O)c2nc(-c3ccc(S(C)(=O)=O)cc3)cs2)c1 (stereo not given)	4	·	3	24	10	9	13	13	17	40*	43
Cn1c(=O)c(=O)n(C)c2cc(S(=O)(=O)Nc3ccc(OC(F)(F)F)cc3)ccc21	-6	-1	-15	4	-6	-10	5	6	10	22	-12
O=C(CC1CCCC1)NNC(=O)c1ccc(Br)cc1	0	-14	0	-29	-32	-28	-1	-37	-4	-16	-32
C[C@H](CO)N1C[C@H](C)[C@@H](CN(C)C(=O)NC2CCCCC2)Oc2ccc(NS(=O)(=O)c3cn(C)cn3)cc2C1=O	-2	6	-1	-13	17	-32	0	15	9	4	16
O=C(c1ccccc1[N+](=O)[O-])N(CCc1ccccc1)Cc1ccccc1	-1	-12	-23	-18	12	1	-7	-16	6	7	-15
Cc1nc(N=C(N)N)nc2c(C)cccc12	-1	-13	-6	-3	8	-9	-1	18	-18	-9	21
Cc1cc2nnc(SCC(=O)N3C(C)CCCC3C)n2c(N)n1 (stereo not given)	-5	8	1	4	-9	7	1	-4	1	13	-17
CC(C)(C)Cn1c(=O)[nH]c(=O)c2cc([N+](=O)[O-])cnc21	5	5	2	3	3	-8	13	19	-6	11	-10
COCCn1c(SC2CCCCC2=O)nnc1-c1ccncc1 (stereo not given)	2	-3	0	11	-31	11	9	8	14	15	8
CC(C)[C@H]1C(=O)Nc2ccccc2N1C(=O)N[C@@H](Cc1ccccc1)C(=O)N[C@@H](C(=O)O)c1ccccc1	-4	-11	-8	-3	13	9	0	7	12	-5	6
CCn1c(=O)n(CC(=O)NCC2CCCO2)c(=O)c2c3c(sc21)COC(C)(C)C3 (stereo not given)	-5	-6	-2	-5	-13	13	2	-73	-17	12	8
Cc1cccc(C)c1C(O)c1ncc(-c2cccc3ccccc23)[nH]1 (stereo not given)	-6	·	9	-7	17	-2	-11	9	2	-6	-11
O=C(Nc1cccn(Cc2c(Cl)cccc2Cl)c1=O)c1c(Cl)cccc1Cl	3	3	-6	31	1	-2	0	-3	20	5	6
O=C(Nc1ccc2c(c1)OCCO2)c1cnn(-c2ccccc2)n1	-5	-6	0	-14	-66	-90	-2	-48	14	-38	-34
CC(C)c1ccc(C(=O)N(c2ccccn2)C(C)c2ccco2)cc1 (stereo not given)	1	2	-4	33	-79	-74	0	-68	36	-44	-88
O=C(Nc1ccc(-c2nc3ccccc3o2)cc1)c1cccnc1	3	-6	-5	4	-63	-49	-2	-75	39	-64	-201
O=C1CN(C(=O)C2CCC(=O)N(CCc3ccc(Cl)cc3)C2)CCN1 (stereo not given)	1	-1	-9	-5	3	-6	3	-5	4	-3	1
COc1ccc(C(=O)C2CCCN(C(=O)CCNC(C)=O)C2)cc1OC (stereo not given)	-2	-9	-3	-2	7	-1	-9	-16	4	-10	3
Cc1cc(O)cc(O)c1/C=N/NC(=O)c1ccc2c(c1)OCCO2	4	-2	-7	6	7	-40	4	-6	-14	-39	-37
O=C(CSc1ccc2nnc(-c3cccnc3)n2n1)Nc1ccccc1F	-2	9	12	0	-7	20	1	-6	7	10	11
CCOC(=O)C1(C)CCN1C(=O)c1c(F)cccc1F (stereo not given)	-2	·	3	15	7	-7	-1	-8	-12	-6	18
COCC(C)NC(=O)c1ccc2c(c1)S(=O)(=O)c1ccccc1C2=O (stereo not given)	1	-5	-7	19	12	-19	-4	12	-8	-5	12
CC(=O)Nc1ccc(SC[C@H](CC(C)C)N2CCN(CC(C)C)CCC2=O)cc1	-8	-11	5	-37	4	-1	0	3	-33	-7	7
COc1ccc(CNc2nc3ccccc3n2Cc2ccc(Cl)cc2)cc1OC	8	-14	-4	16	13	-35	-3	18	-6	23	2
O=C(CN1C(=O)c2ccccc2S1(=O)=O)NCc1ccccc1	-12	-5	-3	-34	-8	-13	47	-27	-3	6	-3

Entries of single compounds, looked up by structure. Order of values: ABHD5 PLIN5 PPI | TLR9-MyD88 block | NOD2 RIPK2 PPI | TROY NFkB inh | SRC1 inh | SRC2 inh | Granule exo inh | SRC3 inh | TWEAK-Fn14 inh | COUP-TFII inh | LRH-1 inv ag
COc1ccc(C(=O)C2CCCN(C(=O)CCNC(C)=O)C2)cc1OC (stereo not given) is listed as -2 | -9 | -3 | -2 | 7 | -1 | -9 | -16 | 4 | -10 | 3
O=C(Nc1ccc2c(c1)OCCO2)c1cnn(-c2ccccc2)n1 is listed as -5 | -6 | 0 | -14 | -66 | -90 | -2 | -48 | 14 | -38 | -34
CC(=O)Nc1ccc(SC[C@H](CC(C)C)N2CCN(CC(C)C)CCC2=O)cc1 is listed as -8 | -11 | 5 | -37 | 4 | -1 | 0 | 3 | -33 | -7 | 7

Additional records.
SMILES	ABHD5 PLIN5 PPI	TLR9-MyD88 block	NOD2 RIPK2 PPI	TROY NFkB inh	SRC1 inh	SRC2 inh	Granule exo inh	SRC3 inh	TWEAK-Fn14 inh	COUP-TFII inh	LRH-1 inv ag
Cc1ccccc1NC(=O)Cn1c(NCC(C)O)nc2ccccc21 (stereo not given)	-8	2	7	9	4	-14	1	3	10	3	4
COc1ccccc1NS(=O)(=O)c1ccc(C)c(NS(=O)(=O)c2cc(C(=O)O)cc(C)c2C)c1	4	-1	-2	0	0	-6	4	-7	-1	14	24
CC1(C)N=C(C(=O)c2ccccc2)N(O)C1(C)O (stereo not given)	13	8	-7	-13	-18	2	2	13	2	-10	3
CCNS(=O)(=O)c1ccc(CCC(=O)NC2CCCC2)cc1	0	2	-8	12	6	-15	-6	26	0	2	-4
Cc1cccc(OCCn2cc(/C=N/NC(=O)c3ccncc3)c3ccccc32)c1	9	1	0	7	12	-17	4	1	9	5	-12
Cc1cccc(N2CCN(C(=O)c3ccc(N4CCCC4=O)cc3)CC2)c1C	5	-7	-3	16	7	-17	-1	-14	1	-7	-13
O=S(=O)(c1ccc2c(c1)CCN2)N1CCCC1	0	5	-4	-11	-1	-24	-1	14	-5	1	19
CC[C@@H]1CN(C)[C@H]2Cc3c([nH]c4ccccc34)C(=O)C[C@@H]1[C@@H]2C(=O)OC	-2	3	-3	3	-95	-20	-4	1	15	4	-1

As entered above.
Cc1ccc(Cl)cc1N1CCN(CC(=O)Nc2ccc(CN3CCCCC3)cc2)CC1 – COUP-TFII inh: 6
CC(C)(C)NC(=O)NC(=O)CN1CCN(S(=O)(=O)/C=C/c2ccccc2)CC1 – TWEAK-Fn14 inh: 12
CCn1c(SCC(=O)OC(C)C)nnc1-c1cccc(Cl)c1 – COUP-TFII inh: 4

Some of the compounds tested. The share of hits here may be higher or lower than overall.
